AmpC detergent = qHTS Inhibitors of AmpC Beta-Lactamase (assay with detergent); AmpC hydrolysis of nitrocefin, absorbance 480 nm, 0.01% Triton; P00811; 370,000 compounds, 0.041% hits; Potency, µM (top dose mostly 114 µM), without a hit: at the top dose activity change, negative = inhibition, hits mostly inhibitors;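 also: potency is read from the fitted curve at half-maximal effect; 0% = no-compound wells and -100% = no-enzyme wells; nearly all actives have a fitted effect of over 25% in size; some results filed as inactive show a strong effect at the top dose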
Target sequence (P00811 whole entry, looked up): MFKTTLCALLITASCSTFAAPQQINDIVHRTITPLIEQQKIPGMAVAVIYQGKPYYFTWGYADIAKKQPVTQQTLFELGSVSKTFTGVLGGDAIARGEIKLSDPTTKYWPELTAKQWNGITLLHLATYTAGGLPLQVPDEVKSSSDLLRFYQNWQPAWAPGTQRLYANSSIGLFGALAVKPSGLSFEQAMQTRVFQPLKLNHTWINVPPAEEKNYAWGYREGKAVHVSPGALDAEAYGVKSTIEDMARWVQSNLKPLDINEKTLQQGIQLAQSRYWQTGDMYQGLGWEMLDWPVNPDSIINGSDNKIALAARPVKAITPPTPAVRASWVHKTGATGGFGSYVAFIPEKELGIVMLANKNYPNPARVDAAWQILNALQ
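20 mM phosphate pH 7.0 + 0.01% (detergent screen) or 0.0001% Triton X-100; 5.3 nM AmpC reagent; cpd preinc 15 min RT; nitrocefin (800 uM stock) to start; A480 q20 s × 4 min; Activity was normalised to no-enzyme and no-compound control wells.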
Tb PYK inh = qHTS of Trypanosoma Brucei Inhibitors | pyruvate kinase (Trypanosoma brucei), Q57TT1 | TbPYK enzyme, Kinase-Glo Plus ATP luminescence, 45 min | Potency, µM (series often up to 76.8 µM), for the others: at the top dose activity, negative = inhibition, usual class: inhibitors | 410,000 compounds, 0.12% hits; also: potency is read from the fitted curve at half-maximal effect; nearly all actives have a fitted effect of over 50% in size
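Glycolytic pyruvate kinase of T. brucei was incubated with substrate, test compound and 130 uM ADP for 45 minutes at room temperature. Luminescent Kinase-Glo Plus signal was measured after 10 minutes.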
AMA1 RON2 block = qHTS for Inhibitors of AMA1-RON; Towards Development of Antimalarial Drug Lead: Primary Screen. 360,000 compounds, 0.2% hits. Plasmodium falciparum AMA1 (3D7) - RON2 peptide interaction. Potency, µM (series often up to 58.2 µM), for inactives: at the highest dose activity change, negative = inhibition, hits mostly inhibitors. AlphaScreen AMA1-biotinylated RON2 peptide binding. AID 720542, 2013;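 also: potency is read from the fitted curve at half-maximal effect; 0% = vehicle wells and -100% = peptide control; nearly all actives have a fitted effect of over 45% in size; some results filed as inactive show a strong effect at the top dose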
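AMA1 (3D7) with his tag at 25 nM final met compounds first, then biotinylated RON2 peptide at 25 nM; detection used donor plus acceptor beads, 10 µg/mL apiece, read by AlphaScreen after 30 min at room temperature.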
HCMV antiviral = qHTS Assay for inhibitors of the human cytomegalovirus (HCMV); HFF cells, HCMV-luciferase reporter, 72 h; active compounds read low; activity change, negative = inhibition, % at 57.5 µM; 410,000 compounds, 4.5% hits; in the data active = activity change below about -60%; inconclusive = no clear call, values can overlap the other calls; inactive = above about -39%
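Human foreskin fibroblasts infected with luciferase-reporter HCMV at MOI 1 PFU/cell, compounds at two doses. Luciferase measured 72 h post infection; normalized to buffer-only basal and Salinomycin (10uM) controls.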
LmPK inh = qHTS Assay for Inhibitors of Leishmania Mexicana Pyruvate Kinase (LmPK). purified LmPK, Kinase-Glo ATP luminescence, 1 h. Potency, µM (highest dose often 57.5 µM), for the others: at the highest dose activity change, negative = inhibition, actives largely listed as inhibitors. 290,000 compounds, 0.37% hits; also: potency is read from the fitted curve at half-maximal effect
Target sequence (Q27686 whole entry, looked up): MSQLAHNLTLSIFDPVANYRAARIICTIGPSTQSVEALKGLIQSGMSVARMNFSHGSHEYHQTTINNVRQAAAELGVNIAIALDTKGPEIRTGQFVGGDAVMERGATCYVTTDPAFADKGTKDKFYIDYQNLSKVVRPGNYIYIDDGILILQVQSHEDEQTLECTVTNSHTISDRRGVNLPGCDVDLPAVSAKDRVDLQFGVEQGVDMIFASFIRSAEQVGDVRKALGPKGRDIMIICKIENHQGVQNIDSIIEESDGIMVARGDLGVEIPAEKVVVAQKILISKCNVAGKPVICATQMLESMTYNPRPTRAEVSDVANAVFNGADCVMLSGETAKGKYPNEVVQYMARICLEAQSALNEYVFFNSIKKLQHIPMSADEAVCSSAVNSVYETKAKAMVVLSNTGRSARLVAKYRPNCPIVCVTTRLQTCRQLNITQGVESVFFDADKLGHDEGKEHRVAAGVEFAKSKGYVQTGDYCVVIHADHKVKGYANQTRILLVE
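qHTS format; LmPK 0.1 nM; substrates PEP 0.5 mM and ADP 0.1 mM. One-hour room-temperature incubation, then coupled luciferase luminescence; 0.5 nM enzyme wells mark activation.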
AmpC inh no detg = qHTS Inhibitors of AmpC Beta-Lactamase (assay without detergent); AmpC nitrocefin hydrolysis, absorbance 480 nm, 0.0001% Triton; Potency, µM (highest dose often 57.1 µM), without a hit: top-dose activity change, negative = inhibition, actives largely listed as inhibitors; 330,000 compounds, 0.52% hits; P00811;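 also: potency is read from the fitted curve at half-maximal effect; plate controls were no compound for no effect and no enzyme for full effect; nearly all actives have a fitted effect of over 20% in size; some results filed as inactive show a strong effect at the top dose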
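20 mM phosphate pH 7.0 + 0.01% (detergent screen) or 0.0001% Triton X-100; 5.3 nM AmpC reagent; cpd preinc 15 min RT; nitrocefin (800 uM stock) to start; A480 q20 s × 4 min; Activity was normalised to no-enzyme and no-compound control wells.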
HCV inh = qHTS Assay for Inhibitors of Hepatitis C Virus (HCV). Huh7.5.1 HCVcc-Cre infection, luciferase reporter, 44 h. 340,000 compounds, 3.4% hits. Potency, µM (highest dose often 41.8 µM), for the others: top-dose activity change, negative = inhibition, usual class: inhibitors; also: potency is read from the fitted curve at half-maximal effect
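Luciferase read-out (15 sec integration) after a 15 min room-temperature substrate step quantifies HCVcc-Cre infection. Cells, 1,000 per well, had compound added 4 h post-plating, then virus at ~0.5 moi, and were cultured 44 h.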
* hit, by the source's call; ? = inconclusive; / = no result given; [ ] = remark or other dose. Unless noted, calls follow the shape of the dose curve; as a rule, active = well fitted curve in the direction sought with a large enough effect; inconclusive = small, poorly fitted or top-dose-only effect, or another doubt; inactive = no such curve, though single readings can be large; an effect the other way counts as inactive or inconclusive. Unless noted, % is scaled to controls: 0 for no effect and ±100 for the full control effect.

Molecule	AmpC detergent	Tb PYK inh	AMA1 RON2 block	HCMV antiviral	LmPK inh	AmpC inh no detg	HCV inh
O=C(Sc1ccc(Cl)cc1)c1cccc(Cn2cc(C(F)(F)F)ccc2=O)c1	10%	4%	-9%	4	0%	-8%	6%
O=C(Nc1ccc(F)cc1)Nc1csc2ccccc12	1%	-10%	-10%	-75*	4%	-43%	2%
CC(C)(C)NC(=O)C1N(c2cccnc2)C(=O)C2C(C(=O)Nc3ccccc3)C3(C)C=CC21O3 (configuration not stated)	-5%	1%	34%[activator]	31	-6%	-12%	?
O=C(Cn1ccc(NC(=O)OCc2ccccc2)nc1=O)NCc1ccccn1	4%	-2%	0%	2	/	0%	13%
CCC(=O)c1ccc(OCC(=O)OCC(=O)NC2CCCCCC2)cc1	-17%	-1%	2%	-25	/	13%	30%[activator]
Cc1ccc(NC(=O)CSc2nc3ccccc3c(=O)n2CCCN2CCCCC2)cc1Cl	-6%	-22%	-16%	-97*	-7%	73%[activator]	2µM*
N#C/C(=C\c1cccc(O)c1)c1nc2ccccc2o1	3%	4%	30%	-31	-2%	-29%	12%
O=S(=O)(c1ccc(OCC(O)CN2CCN(c3ccccc3Cl)CC2)cc1)N1CCOCC1 (configuration not stated)	-2%	2%	1%	-36	6%	168%[activator]	?
O=C(C[C@H]1C[C@H](C(=O)N2CCOCC2)[C@@]2(CCC3CCCC3)c3[nH]c4cc(-c5ccco5)ccc4c3CCN2C1=O)NCCN1CCOCC1	/	-1%	-27%	-11	/	259%[activator]	?
Cc1ccc(C(=O)COC(=O)C2C3C=CC(C3)C2C(=O)OCC(=O)c2ccc(C)c(C)c2)cc1C (configuration not stated)	-2%	4%	-12%	5	2%	-13%	?
Cc1cc(NS(=O)(=O)c2ccc(NC(=O)c3cc4c(=O)n5ccccc5nc4s3)cc2)nc(C)n1	-4%	2%	2%	-36	4%	-33%	8%
O=C(CN1CCS(=O)(=O)CC1)NNC(=O)C1CCCCC1	3%	1%	17%	-5	6%	-10%	2%
O=c1[nH]c2ccccc2cc1CN(CC1CCCO1)S(=O)(=O)c1ccccc1 (configuration not stated)	-3%	2%	-9%	-11	1%	-8%	-8%
O=C1COc2cc(O)ccc21	/	4%	-5%	8	/	/	-12%
O=C(Nc1cccc(/C=C/c2ccccn2)c1)c1cc(Cl)ccn1	-4%	-3%	21%	68	5%	0%	5µM*
CCOC(=O)c1c(C)oc2c1c(C=NCCC(=O)O)c(O)c1ccccc12	-7%	-2%	70%[activator]	0	0%	14%	2%
Cc1ccc(OCC(=O)NCCNC(=O)COc2ccc(C)cc2)cc1	3%	6%	1%	32	1%	46%	13%
CC(=O)c1sc(NC(=O)CSCc2c(C)noc2C)nc1-c1ccccc1	6%	-4%	12%	-35	/	-18%	0%
O=C(NCc1ccc(F)cc1)C(=O)NCC1OCCN1S(=O)(=O)c1cccs1 (configuration not stated)	-14%	-2%	-3%	11	3%	-11%	3%
Cc1ccc(C(=O)NCc2nnnn2-c2ccc(C)c(C)c2)cc1	-7%	3%	/	?	/	/	/

(list continues)
Molecule	AmpC detergent	Tb PYK inh	AMA1 RON2 block	HCMV antiviral	LmPK inh	AmpC inh no detg	HCV inh
COCCCNC(=O)Cn1ncc2c(=O)oc3ccccc3c21	-5%	1%	5%	-19	-13%	-17%	10%
Cc1cc(C)nc(N/N=C/c2cn[nH]c2-c2ccc(F)cc2)n1	0%	-3%	56%[activator]	-21	-7%	-35%	28%
O=C(Cn1ncc2c(=O)oc3ccccc3c21)Nc1cc(F)ccc1F	-2%	1%	/	3	/	/	/
CCN1CCN(C2CC(=O)NC2=O)CC1 (configuration not stated)	0%	/	/	/	-3%	-3%	/
CC1CCCN(S(=O)(=O)c2ccc(S(=O)(=O)N3CCCN(Cc4ccccc4)C3)cc2)C1 (configuration not stated)	?	1%	-9%	16	10%	-23%	?
COc1ccc(CCNC(=O)COc2ccc(N(C)S(=O)(=O)c3ccc(C)cc3)cc2)cc1OC	?	3%	0%	-34	14%	154%[activator]	?
Cc1ccc(S(=O)(=O)NNC(=O)Nc2ccc([N+](=O)[O-])cc2)c(C)c1	3%	-12%	-6%	-29	1%	-55%	9%
COCCCNS(=O)(=O)c1ccc(Cl)c(C(F)(F)F)c1	3%	4%	-2%	23	0%	1%	-4%
C=C(C)COC(=O)C1CC2OC2CC1C(=O)OCC(=C)C (configuration not stated)	/	0%	-19%	-3	/	/	0%
CCc1nc2ccc(C(=O)NCc3ccc4c(c3)OCO4)cn2c1N(CCC(C)C)CCN(C)C	/	-6%	7%	-24	/	/	/
COc1cc(OC)c(C(=O)OCN2C(=O)c3ccccc3C2=O)cc1OC	-1%	-5%	-6%	-2	0%	-10%	33%[activator]
CCc1ccc(CN(C)CC(=O)Nc2ccccc2[N+](=O)[O-])cc1	-7%	-4%	-11%	22	1%	0%	4%
Cc1nc(C)n(C(C)CNC(=O)c2cccc(Br)c2)n1 (configuration not stated)	?	0%	10%	-13	-3%	-5%	29%
S=C(Nc1ccc(Oc2ccccc2)cc1)NC1CCCC1	?	-1%	9%[2.32 µM]	-33	1%	-22%	-1%
Cc1cccc(COCCN2CCN(S(=O)(=O)c3ccccc3)CCC2=O)c1	7%	2%	10%	4	9%	39%	4%
O=C(Nc1ccc(NC(=O)c2ccco2)cc1)c1ccc2c(c1)OCO2	-1%	6%	0%	?	-17%	-42%	-14%
O=C(COc1ccc2ccc(=O)oc2c1)NC1CCCCC1	-4%	-4%	-6%	8	/	-7%	-6%
CN(C)S(=O)(=O)c1cccc(C(=O)NCc2ccco2)c1	-9%	-10%	0%	6	-7%	-10%	-14%
CNC(=O)C1CC(=O)N(CCc2ccc(OC)cc2)C(=Nc2ccc(OC)cc2)S1 (configuration not stated)	1%	3%	-5%	9	3%	183%[activator]	-16%
COC(=O)c1cc(CNC(=O)c2sccc2-c2ccccc2)ccc1OC	0%	10%	-12%	40	-3%	-7%	11µM*

Sorted by SMILES length (smallest number first): part of the list above.
Molecule	AmpC detergent	Tb PYK inh	AMA1 RON2 block	HCMV antiviral	LmPK inh	AmpC inh no detg	HCV inh
O=C(Nc1ccc(F)cc1)Nc1csc2ccccc12	1%	-10%	-10%	-75*	4%	-43%	2%
S=C(Nc1ccc(Oc2ccccc2)cc1)NC1CCCC1	?	-1%	9%[2.32 µM]	-33	1%	-22%	-1%
O=C(COc1ccc2ccc(=O)oc2c1)NC1CCCCC1	-4%	-4%	-6%	8	/	-7%	-6%
O=C(CN1CCS(=O)(=O)CC1)NNC(=O)C1CCCCC1	3%	1%	17%	-5	6%	-10%	2%
Cc1ccc(C(=O)NCc2nnnn2-c2ccc(C)c(C)c2)cc1	-7%	3%	/	?	/	/	/
O=C(Nc1ccc(NC(=O)c2ccco2)cc1)c1ccc2c(c1)OCO2	-1%	6%	0%	?	-17%	-42%	-14%
CCOC(=O)c1c(C)oc2c1c(C=NCCC(=O)O)c(O)c1ccccc12	-7%	-2%	70%[activator]	0	0%	14%	2%
O=C(NCc1ccc(F)cc1)C(=O)NCC1OCCN1S(=O)(=O)c1cccs1 (configuration not stated)	-14%	-2%	-3%	11	3%	-11%	3%
Cc1ccc(S(=O)(=O)NNC(=O)Nc2ccc([N+](=O)[O-])cc2)c(C)c1	3%	-12%	-6%	-29	1%	-55%	9%
O=S(=O)(c1ccc(OCC(O)CN2CCN(c3ccccc3Cl)CC2)cc1)N1CCOCC1 (configuration not stated)	-2%	2%	1%	-36	6%	168%[activator]	?
COc1ccc(CCNC(=O)COc2ccc(N(C)S(=O)(=O)c3ccc(C)cc3)cc2)cc1OC	?	3%	0%	-34	14%	154%[activator]	?
Cc1cc(NS(=O)(=O)c2ccc(NC(=O)c3cc4c(=O)n5ccccc5nc4s3)cc2)nc(C)n1	-4%	2%	2%	-36	4%	-33%	8%

The list continues:
Molecule	AmpC detergent	Tb PYK inh	AMA1 RON2 block	HCMV antiviral	LmPK inh	AmpC inh no detg	HCV inh
CNS(=O)(=O)c1ccc(N2CCCC2)c([N+](=O)[O-])c1	-13%	-4%	-2%	-28	4%	-22%	27%
COc1ccc(NC(=O)Cn2nc(C(F)(F)F)c3c2CCCC3)c(OC)c1	0%	2%	-2%	21	4%	18%	?
CCC(C)(C)NC(=O)COc1ccc(C(=O)c2ccccc2)cc1	-10%	2%	7%	37	8%	-3%	11%
O=C(Nc1nc(-c2ccco2)c(-c2ccco2)s1)c1c(F)cccc1Cl	-9%	-4%	-27%	-19	/	-43%	14µM*
COc1cccc(-n2c(Cc3cc(=O)[nH]c(=O)[nH]3)nnc2SCc2cccnc2)c1	-12%	-4%	0%	-38	3%	0%	13%
COc1ccc(CC(NC(C)=O)C(=O)NC2CCN(c3c4c(nc5ncnn35)CCC4)CC2)cc1OC (configuration not stated)	-14%	-5%	-5%	/	2%	2%	19%
NCCCCCc1nnc(SCC(=O)Nc2cccc(Cl)c2)o1	?	2%	18%	-12	-4%	6%	?
CCCSC1=N/C(=C\C=C\c2ccco2)C(=O)S1	-7%	-10%	11µM*	3	9%	-13%	-4%
COc1ccc(CC(=O)N(Cc2ccccc2)c2ccccc2)cc1S(=O)(=O)N1CCOCC1	4%	-1%	-21%	-16	-8%	198%[activator]	?

No enrichment for hits. Share with any hit: about 7.5%.
